Screens from PubChem.
RGS12 GoLoco inh – inhibitors of human Gai1-RGS12 GoLoco interaction (red fluorophore); Gai1:RGS12 GoLoco peptide FP, rhodamine, 10 min; Potency, µM (highest dose often 61.6 µM), for inactives: at the top dose activity, negative = inhibition, most hits filed as inhibitors; 0.44% of 230,000 active; active means well fitted inhibition curve with a large enough effect, not every such curve was filed as active; inactive means no such curve, though single readings can be large or run the other way; further: nearly all actives have a fitted effect of over 30% in size; many of its hits are not listed in these tables
Target sequence (P63096 whole entry, looked up): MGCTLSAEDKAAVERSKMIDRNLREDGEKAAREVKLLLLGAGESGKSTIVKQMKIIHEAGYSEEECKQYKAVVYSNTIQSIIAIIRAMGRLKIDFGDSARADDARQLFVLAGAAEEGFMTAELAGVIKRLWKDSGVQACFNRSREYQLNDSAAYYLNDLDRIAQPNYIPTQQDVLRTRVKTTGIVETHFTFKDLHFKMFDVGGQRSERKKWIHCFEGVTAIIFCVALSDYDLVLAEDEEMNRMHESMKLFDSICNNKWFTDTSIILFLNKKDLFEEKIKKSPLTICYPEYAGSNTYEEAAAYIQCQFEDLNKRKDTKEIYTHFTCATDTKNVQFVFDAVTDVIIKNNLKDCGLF
TRb SRC2 PPI – inhibitors of human thyroid hormone receptor beta-SRC2 interaction; 0.065% of 280,000 active; Potency, µM (highest dose often 106 µM), for inactives: top-dose activity change, negative = inhibition, actives largely listed as inhibitors; P10828; TRbeta-SRC2 peptide binding, fluorescence polarization; receptor liganded with 1 µM T3;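 further: plate controls were bound peptide for no effect and peptide without receptor for full effect; nearly all actives have a fitted effect of over 50% in size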
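Polarization signal, normalized between peptide-alone and full complex controls, measured compound effects on T3-liganded human TRb LBD (0.6 uM) binding 20 nM Texas Red SRC2 peptide after 5 hr.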
GAA inhib – blocks human lysosomal alpha-glucosidase. purified human GAA, 4-MU-alpha-glucoside fluorescence. Potency, µM (series often up to 76.9 µM), for inactives: at the highest dose activity change, negative = inhibition, usual class: inhibitors. 0.005% of 200,000 active;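 further: plate controls were uninhibited enzyme wells for no effect and no-enzyme background for full effect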
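Activity normalized between no-enzyme (basal) and enzyme-only wells. Conditions: 4 nM human enzyme, 400 uM fluorogenic substrate, citrate/phosphate pH 5.0 with Tween-20, 20 min room temperature, compounds up to 77 uM.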
TexasRed fluor – counter-screen for TRb-SRC2 inhibitors: fluorescence interference. TRb/SRC2 Texas Red total fluorescence interference. 0.29% of 280,000 active. Potency, µM (titrated, usually from 106 µM), inactives show top-dose fluorescence change, negative = quenching; active means well fitted curve in either direction with a large enough effect; inconclusive means small, poorly fitted or top-dose-only effect
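Flags fluorescent or light-absorbing compounds by total fluorescence, S + 2P, at 555 nm excitation and 632 nm emission. Mixture: 20 nM Texas Red SRC2 peptide, 0.6 uM human TRb LBD, 1 uM T3, 5% DMSO; compound exposure 5 h at ambient temperature.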
GAA glycogen – alters human alpha-glucosidase cleavage of glycogen. P10253. recombinant GAA, glycogen substrate, Amplex Red glucose oxidase fluorescence. Potency, µM (highest dose often 76.4 µM), without a hit: top-dose activity change, negative = inhibition, usual class: inhibitors. 0.38% of 300,000 active. AID 2100;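 further: 0% = full enzyme reaction and -100% = no-enzyme basal signal; the screen sought inhibitors and activators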
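Natural-substrate format: glycogen cleavage by 4 nM human enzyme, glucose read by Amplex Red coupling (Ex 573, Em 610 nm). Normalized to enzyme and no-enzyme controls.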
GAA spleen mod – inhibits or activates alpha-glucosidase in human spleen homogenate; 0.006% of 240,000 active; Potency, µM (series often up to 79.9 µM), without a hit: top-dose activity change, negative = inhibition, actives largely listed as inhibitors; P10253; human spleen homogenate, 4-MU-alpha-glucoside fluorescence;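 further: 0% = enzyme with vehicle and -100% = no enzyme basal signal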
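Compounds were titrated against alpha-glucosidase in spleen homogenate at pH 5.0, with 1 mM 4-methylumbelliferyl substrate for 40 min at 37 C. Reactions were quenched with pH 10 NaOH/glycine and fluorescence measured.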
L3MBTL1 block – L3MBTL1 (human) inhibition | AID 485360 | AlphaScreen L3MBTL1–H3K9me1 peptide binding | Q9Y468 | 0.66% of 230,000 active | Potency, µM (doses to about 57.1 µM), for inactives: top-dose activity, negative = inhibition, hits mostly inhibitors; further: nearly all actives have a fitted effect of over 60% in size
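AlphaScreen assay: L3MBTL1 (50 nM final) was preincubated 30 min at room temperature with biotinylated H3(1-15)K9me1 peptide (75 nM final), then 30 min with library compounds; streptavidin donor and nickel chelate acceptor beads (10 ug/mL final) added, 30 min dark.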
RECQ1 helicase – blocks DNA unwinding by human RECQ1; P46063; RECQ1 DNA unwinding, red fluorescence kinetic read; Potency, µM (highest dose often 57.3 µM), for the others: at the top dose activity, negative = inhibition, actives largely listed as inhibitors; 0.54% of 240,000 active;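 further: plate controls were vehicle for no effect and no enzyme for full effect; nearly all actives have a fitted effect of over 30% in size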
Target sequence (P46063 whole entry, looked up): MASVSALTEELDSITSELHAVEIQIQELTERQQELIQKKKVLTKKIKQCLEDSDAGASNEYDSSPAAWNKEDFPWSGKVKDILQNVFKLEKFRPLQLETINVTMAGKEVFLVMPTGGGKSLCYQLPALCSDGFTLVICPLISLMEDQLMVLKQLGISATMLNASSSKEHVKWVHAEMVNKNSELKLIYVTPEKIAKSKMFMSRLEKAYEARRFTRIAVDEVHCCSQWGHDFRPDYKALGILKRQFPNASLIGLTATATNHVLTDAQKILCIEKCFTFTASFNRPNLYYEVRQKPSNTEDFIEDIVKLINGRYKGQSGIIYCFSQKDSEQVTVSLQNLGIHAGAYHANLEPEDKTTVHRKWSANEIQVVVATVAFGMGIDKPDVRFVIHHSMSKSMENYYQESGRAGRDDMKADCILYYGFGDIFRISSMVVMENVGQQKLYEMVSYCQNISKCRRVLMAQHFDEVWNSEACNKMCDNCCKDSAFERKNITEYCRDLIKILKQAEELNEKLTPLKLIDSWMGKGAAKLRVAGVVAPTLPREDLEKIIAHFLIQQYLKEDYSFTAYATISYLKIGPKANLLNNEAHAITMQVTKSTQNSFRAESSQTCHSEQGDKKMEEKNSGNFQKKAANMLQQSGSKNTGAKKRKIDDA
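RECQ1T1 50 nM; forked duplex (20 bp + 30-nt ss tails) 200 nM, ATP 2 mM final; pH 8.0, 2 mM MgCl2, 2.5 ug/ml poly(dI-dC); 15 min compound preincubation; discontinuous kinetic read over 2 h at RT.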
Starred values were filed as active, the others as inactive; i = inactive; u = inconclusive; x = not tested or not shown; & = joins results of further samples; [ ] = another dose, or the depositor's remark. Unless noted, the call rests on the fitted dose curve; in most records, active means well fitted curve in the direction sought with a large enough effect; inconclusive means small, poorly fitted or top-dose-only effect, or another doubt; inactive means no such curve, though single readings can be large; an effect the other way counts as inactive or inconclusive. Unless noted, on the % scale 0 is the no-effect control and ±100 the full control effect; potency means the concentration at half of the fitted maximal effect.

The first five records, to show the layout:
SMILES	RGS12 GoLoco inh	TRb SRC2 PPI	GAA inhib	TexasRed fluor	GAA glycogen	GAA spleen mod	L3MBTL1 block	RECQ1 helicase
COC(=O)CNC(=O)/C=C/c1ccc(OC)cc1	8%	-1%	-3%	1%	13%	-26%	2%	-4%
CC(C)c1ccccc1NC(=O)c1cccnc1	-7%	-4%	3%	-4%	8%	-5%	2%	2%
CCn1c(O)c(C=NCc2ccccc2)sc1=S	9%	-2%	x	-2%	0%	-25%	-24%	i
Cc1cccc(OCCn2c(=O)sc3ccccc32)c1	0%	-5%	-5%	3%	1%	-1%	53%[activator]	i
O=C(Nc1ccc(O)c2c(=O)cc(-c3ccccc3Cl)oc12)c1ccc(F)cc1	3%	1%&9%	x	0%&-2%	2%	-2%&-7%	x	4%&-5%

All compounds of this part, previewed entries included:
SMILES	RGS12 GoLoco inh	TRb SRC2 PPI	GAA inhib	TexasRed fluor	GAA glycogen	GAA spleen mod	L3MBTL1 block	RECQ1 helicase
COC(=O)CNC(=O)/C=C/c1ccc(OC)cc1	8%	-1%	-3%	1%	13%	-26%	2%	-4%
CC(C)c1ccccc1NC(=O)c1cccnc1	-7%	-4%	3%	-4%	8%	-5%	2%	2%
CCn1c(O)c(C=NCc2ccccc2)sc1=S	9%	-2%	x	-2%	0%	-25%	-24%	i
Cc1cccc(OCCn2c(=O)sc3ccccc32)c1	0%	-5%	-5%	3%	1%	-1%	53%[activator]	i
O=C(Nc1ccc(O)c2c(=O)cc(-c3ccccc3Cl)oc12)c1ccc(F)cc1	3%	1%&9%	x	0%&-2%	2%	-2%&-7%	x	4%&-5%
CC(C)(O)C(O)COc1c2ccoc2cc2oc(=O)ccc12 (stereo not drawn)	7%	11%	6%	-3%	-19%	-17%	u	-11%
O=S(=O)(c1ccc(F)cc1)c1nc(-c2ccco2)oc1Nc1ccccc1	4%	1%	-9%	0%	u	-3%	-12%	-15%
CC(=O)N1CCN(Cc2nc3cc(NC(=O)c4cccc(Br)c4)ccc3n2C)CC1	-1%	-3%	x	0%	6%	1%	-1%	-6%
c1ccc(-c2ccc(CN3C[C@@H]4C(c5ccccc5)C5(c6cccnc6)CC4(C5)[C@H]3c3ccccc3)cc2)cc1 (stereo partly drawn)	0%&9%	0%&-5%	x	-1%&-1%	0%	-4%&3%	x	-6%
Cc1ccc(Sc2oc(/C=N/n3cnnc3)cc2Br)cc1	-10%	6%	-3%	-1%	-11%	6%	1%	-3%
C/C(NCC(C)(C)CN(C)C)=C(/C#N)C(=O)NCc1ccccc1	3%	-3%	-2%	-5%	4%	-5%	x	-6%
CCc1ccc(S(=O)(=O)Nc2cccc(-c3ccc4nncn4n3)c2)s1	-6%	-5%	-14%	-5%	-1%	4%	x	-6%
CC1=C(C(=O)Nc2ccccc2C)C2(CCCCC2)C(C(N)=O)C(=S)N1 (stereo not drawn)	-5%	-8%	0%	-2%	13%	-9%	-12%	-6%
O=S(=O)(c1ccccc1Oc1ccc(Cl)cc1Cl)N1CCCCC1	2%	-7%	-2%	-5%	-6%	3%	-1%	-17%
Cc1cc(C)c2c(=O)[nH]c(SCc3ccccc3C)nc2n1	9%	14%	13%	-3%	-1%	1%	-8%	3%
Cn1c(=O)c2c(nc(OCC3COC(C)(C)O3)n2Cc2ccccc2F)n(C)c1=O (stereo not drawn)	2%	-5%	-6%	-1%	1%	-1%	2%	0%
O=C(N1CCOCC1)N1CCC(n2nnc3cc(F)ccc32)CC1	1%	-13%	-1%	2%	1%	0%	-6%	-3%
O=C(Cc1ccccc1)Nc1ccc(NC(=O)c2cccs2)cc1Cl	8%	-9%[53 µM]	10%	-1%[53 µM]	11%	3%	6%	i
Oc1ccc(/C=C/c2ccnc3ccccc23)cc1	0%	0%	-7%	-4%	-6%	0%	5%	-15%
O=C(O)Cc1ccc(NC(=O)Nc2ccc(Br)cc2)cc1	6%	-1%[53 µM]	5%	-1%[53 µM]	1%	2%	16%	i
O=C(NCC1CCCO1)c1ccc(Oc2ccc([N+](=O)[O-])cc2Cl)cc1 (stereo not drawn)	5%	1%	4%	0%	13%	0%	-7%	18%
O=C(OCC(=O)N1CCCC1)c1ccc(OC(F)(F)F)cc1	11%	3%	-8%	-2%	2%	5%	x	i
Cc1ccc2nc(-c3ccc(NC(=O)CSc4nc(N)cc(=O)[nH]4)cc3)sc2c1	12%	5%	x	-3%	1%	2%	x	i
CO/N=C/NC(=O)c1c(OC)ccnc1Oc1ccccc1	13%	0%	-3%	-6%	10%	6%	49%[activator]	-2%
Cn1nnnc1SCc1ccc(CSc2nnnn2C)cc1	3%	-1%	-11%	1%	20%	-3%	12%	i
CN1CCN(C(=O)N2CCNC2=O)CC1	-4%	2%	-9%	-8%	-11%	-1%	x	i
CCOc1ccccc1N1CCN(C(=S)Nc2ccc(S(N)(=O)=O)cc2)CC1	0%	-2%	0%	-2%	-16%	4%	0%	i
CCc1ccc(CC(=S)N2CCOCC2)cc1	1%	6%	1%	-2%	7%	-15%	x	-1%
CCCC(=O)NC(c1ccc2c(c1)OCO2)c1cc(Cl)c2cccnc2c1O (stereo not drawn)	-12%	3%	6%	-3%	-5%	-3%	9%	-1%
CCCCNC(=O)CO/N=C(\C)c1cc2ccccc2o1	-7%	-7%	7%	1%	-8%	0%	45%[activator]	i
Cn1c(=O)[nH]c(=O)c2c1nc(SCCO)n2CC(O)COc1ccccc1 (stereo not drawn)	6%	-12%	11%	2%	-4%	-8%	-7%	-5%
N/C(CCS(=O)(=O)c1ccc(Cl)cc1)=N\OC(=O)c1ccccc1C(F)(F)F	-6%	-3%	4%	-2%	2%	-6%	-5%	-7%
CC1CC(C)CN(C(=O)c2ccc3c(=O)n(Cc4ccc5c(c4)OCO5)c(=S)[nH]c3c2)C1 (stereo not drawn)	-5%	-1%	0%	1%	5%	-7%	-1%	-6%
N#CC1=C(C=Nc2ccccc2O)CCC1	6%	-2%	-3%	-2%	-21%	-3%	7%	0%
O=C(CSc1ncn[nH]1)Nc1ccc2c(c1)CCC2	5%	-3%	-6%	-2%	5%	-10%	1%	-16%
CCC(Sc1nc(=O)cc(N)n1-c1cccc(C)c1)C(=O)Nc1cc(C)on1 (stereo not drawn)	-5%	-5%	-11%	-4%	-3%	3%	x	-3%
COc1ccccc1-c1nnc(SCC(=O)O)n1C	3%	1%	-5%	-3%	4%	-6%	1%	-4%
C[C@@H]1CC[C@@]2(O[C@H](CCO)C[C@H](O)[C@H]2O)O1	-2%	-3%	x	-3%	20%	-6%	18%	-21%
COc1ccccc1-c1nnc(NC(=O)C(C)Sc2nncn2C)s1 (stereo not drawn)	-3%	2%	-3%	0%	1%	2%	x	-4%
CN(CC(=O)NCCC1=CCCCC1)S(=O)(=O)c1ccc2c(c1)c(=O)n(C)c(=O)n2C	3%	1%	-9%	2%	-27%	6%	x	-19%
CC(Oc1ccccc1)C(=O)Nc1oc(-c2ccco2)c(-c2ccco2)c1C#N (stereo not drawn)	31%[activator]	5%	0%	4%	-14%	-5%	u	-24%
Clc1ccc(Cn2ncc3c(NCc4cccnc4)ncnc32)cc1	7%	-10%	1%	-1%	0%	-8%	3%	-2%
CCC(=O)Nc1cccc(NC(=O)CSc2nnc(C3CC3)n2C)c1	0%	-7%	-3%	1%	-1%	2%	3%	-11%
NC(=O)C1CCN(C(=O)c2ccc(C(F)(F)F)cc2)CC1	9%	4%	u	0%	3%	0%	-6%	1%
O=C(CCN1CCN(C/C=C/c2ccccc2)CC1)Nc1ccccc1	3%	-13%	u	-1%	3%	7%	x	-2%
Cc1ccc(NCc2nnc(SCC(N)=O)n2CC2CCCO2)c(C)c1 (stereo not drawn)	-1%	-15%	1%	-2%	-12%	-12%	5%	-1%
c1ccc(C(CN2CCOCC2)c2ccccc2)cc1	2%	2%	1%	1%	-8%	3%	2%	-1%
COc1ccc2c(c1)OC/C(=C/c1ccc(O)c(O)c1)C2=O	0%	2%	x	-1%	x	4%	x	8%
Cc1nnc(NC(=O)c2ccc3c(c2)OCO3)s1	5%	-2%[53 µM]	14%	0%[53 µM]	0%	-2%	-1%	i
Cc1cc(C)n2nc(SCC(=O)Nc3c(C)n(C)n(-c4ccccc4)c3=O)nc2n1	-22%	-14%	u	-2%	5%	-4%	-1%	-5%
CCOC(=O)Cc1csc(NC(=O)COc2ccc3c(C)cc(=O)oc3c2)n1	42%[activator]	-2%	-3%	-2%	4%	-5%	u	15%
O=C(O)C1CCN(C(=O)c2scc3c2OCCO3)CC1	-4%	-1%	-7%	-8%	7%	-4%	7%	i
O=C(CCn1c(=O)c2sccc2n(CC(=O)OCc2ccccc2)c1=O)NCc1ccco1	-3%	2%	-9%	-1%	-20%	-3%	-7%	-6%
CC1(C)Cc2ccccc2C2=C(C(=O)N3CCCCCC3)C(=O)C(=O)N21	5%	1%	-9%	1%	4%	-1%	x	-7%
COc1ccc(/C=C2/SC(=S)N(c3ccc(S(=O)(=O)Nc4nccs4)cc3)C2=O)cc1	11%	9%	x	0%	-4%	-1%	x	u
Clc1ccc(/C=C/c2nc(Cl)c(-c3ccc(Cl)cc3)c(Cl)n2)cc1	3%	4%	x	-4%	4%	-11%	2%	-3%
CN(C)S(=O)(=O)c1cccc(C(=O)OCC(=O)Nc2sccc2C#N)c1	75%[activator]	1%	3%	6%	-8%	-6%	x	-25%
Cc1ccc(C(=O)NCCc2ccc(F)cc2)s1	11%	0%	-9%	-4%	21%	2%	-4%	1%
O=C1S/C(=C\C=C\c2ccco2)C(=O)N1c1ccccc1	42%[activator]	0%	-4%	-11%	-13%	2%	u	u
c1nc(N2CCC3(CC2)OCCO3)c2c3c(sc2n1)CCCC3	10%	-5%	u	-6%	7%	4%	1%	-11%
CC(Oc1ccc(C#N)cc1)C(=O)c1ccc(F)c(F)c1 (stereo not drawn)	1%	1%	u	1%	-3%	1%	x	-3%

The list is partial; rates above refer to the full screens.
